JMJD2A Tudor: qHTS Assay for Inhibitors of JMJD2A-Tudor Domain. AID 504339, 2011. AlphaScreen JMJD2A-Tudor / H3K4me3 peptide binding. Lysine-specific demethylase 4A (Homo sapiens), O75164. 4.4% of 390,000 active. Potency, µM (doses to about 114 µM), for the others: at the top dose activity change, negative = inhibition, most hits filed as inhibitors; further: on the % scale 0 is the no-effect control and ±100 the full control effect; nearly all actives have a fitted effect of over 50% in size
BAZ2B inh: qHTS Assay for Inhibitors of BAZ2B; Bromodomain adjacent to zinc finger domain protein 2B (Homo sapiens), Q9UIF8; AlphaScreen BAZ2B-H3K14Ac peptide displacement; Potency, µM (top dose mostly 114 µM), without a hit: at the top dose activity change, negative = inhibition, usual class: inhibitors; 4.4% of 360,000 active; AID 504333, 2011; further: on the % scale 0 is the no-effect control and ±100 the full control effect; nearly all actives have a fitted effect of over 60% in size
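Complex of BAZ2B and biotin-H3K14Ac (50 nM apiece) forms over 30 min at RT, then faces library compounds up to 110 uM for another 30 min; AlphaScreen beads added, 20 min dark incubation, luminescence read.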
BLM inh: qHTS Assay for Inhibitors of Bloom's syndrome helicase (BLM); recombinant BLM DNA unwinding, fluorescence dequenching; AID 2528, 2010; RecQ-like DNA helicase BLM (Homo sapiens), P54132; 0.2% of 350,000 active; Potency, µM (highest dose often 56.1 µM), inactives show top-dose activity change, negative = inhibition, actives largely listed as inhibitors;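 further: plate controls were vehicle for no effect and no enzyme for full effect; nearly all actives have a fitted effect of over 35% in size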
PGK inhibitor: qHTS Assay to Find Inhibitors of Phosphoglycerate Kinase; PGK/GAPDH coupled, Kinase-Glo luminescence, 60 min; Potency, µM (titrated, usually from 57.5 µM), inactives show at the top dose activity change, negative = inhibition, hits mostly inhibitors; 0.043% of 380,000 active; further: on the % scale 0 is the no-effect control and ±100 the full control effect; nearly all actives have a fitted effect of over 60% in size
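Luminescent ATP detection (Kinase-Glo Plus) follows a 60-minute room-temperature incubation, with wells lacking PGK as controls. Buffer: 100 mM TEA (pH 7.6), 5 mM MgCl2, 0.01% Tween-20. Coupling enzyme GAPDH (100 nM final) supplies unstable 1,3-BPG in-well.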
HP1b chromo inh: HTS for Inhibitors of HP1-beta Chromodomain Interactions with Methylated Histone Tails. Chromobox protein homolog 1 (Homo sapiens), P83916. AlphaScreen HP1-beta / biotin-H3K9me3 peptide binding. Potency, µM (titrated, usually from 114 µM), for the others: at the top dose activity change, negative = inhibition, most hits filed as inhibitors. 0.56% of 390,000 active; further: nearly all actives have a fitted effect of over 70% in size; inactives centre near 23
Target sequence (P83916 whole entry, looked up): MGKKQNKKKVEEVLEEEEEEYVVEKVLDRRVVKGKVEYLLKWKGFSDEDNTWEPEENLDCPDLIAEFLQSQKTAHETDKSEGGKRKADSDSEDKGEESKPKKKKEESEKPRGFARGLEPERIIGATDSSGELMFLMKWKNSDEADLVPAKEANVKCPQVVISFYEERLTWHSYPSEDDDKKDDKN
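HP1-beta protein (50 nM final) preincubated 30 min at room temperature with biotinylated H3(1-18)K9me3 peptide (50 nM) in PBS pH 7.4, 0.01% Tween-20, then compound added for 30 min. AlphaScreen streptavidin donor/nickel chelate acceptor beads (10 ug/mL final), 30 min dark, luminescence read.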
GLS inhibitor: qHTS for Inhibitors of Glutaminase (GLS) | Glutaminase kidney isoform, mitochondrial (Homo sapiens), O94925 | GLS enzymatic activity, qHTS titration | Potency, µM (titrated, usually from 45.5 µM), for inactives: at the top dose activity change, negative = inhibition, usual class: inhibitors | 0.21% of 410,000 active; further: on the % scale 0 is the no-effect control and ±100 the full control effect
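Human kidney-isoform GLS in 45 mM KH2PO4 pH 8.2, 0.02% Tween-20, with compound, started with 1mM L-Glutamine (added stock). Glutamate oxidase/HRP/Amplex red coupled fluorescence read at start and after 30 min at RT.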
Pin1 inh: qHTS Assay to Find Inhibitors of Pin1; Pin1 FP peptide displacement, HiFluor488, 10 min; Potency, µM (top dose mostly 115 µM), inactives show at the top dose activity, negative = inhibition, actives largely listed as inhibitors; 0.009% of 390,000 active; active means well fitted inhibition curve with a large enough effect in the polarisation, with a control signal flat, not every such curve was filed as active; inconclusive means small, poorly fitted or top-dose-only effect, or effect the other way, or a change in a side signal; inactive means no such curve, though single readings can be large or run the other way; the % refers to the polarisation; further: on the % scale 0 is the no-effect control and ±100 the full control effect
Target sequence (Q13526 whole entry, looked up): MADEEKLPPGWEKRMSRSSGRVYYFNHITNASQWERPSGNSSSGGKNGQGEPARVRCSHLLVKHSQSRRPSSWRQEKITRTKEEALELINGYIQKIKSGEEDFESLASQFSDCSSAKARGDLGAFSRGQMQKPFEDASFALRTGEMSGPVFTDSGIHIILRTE
Pol iota inh: qHTS for Inhibitors of Polymerase Iota | 1% of 390,000 active | Pol iota fluorescent replication assay, 10 min | Potency, µM (doses to about 115 µM), inactives show at the top dose activity, negative = inhibition, most hits filed as inhibitors | DNA polymerase iota (Homo sapiens), Q9UNA4
Target sequence (Q9UNA4 whole entry, looked up): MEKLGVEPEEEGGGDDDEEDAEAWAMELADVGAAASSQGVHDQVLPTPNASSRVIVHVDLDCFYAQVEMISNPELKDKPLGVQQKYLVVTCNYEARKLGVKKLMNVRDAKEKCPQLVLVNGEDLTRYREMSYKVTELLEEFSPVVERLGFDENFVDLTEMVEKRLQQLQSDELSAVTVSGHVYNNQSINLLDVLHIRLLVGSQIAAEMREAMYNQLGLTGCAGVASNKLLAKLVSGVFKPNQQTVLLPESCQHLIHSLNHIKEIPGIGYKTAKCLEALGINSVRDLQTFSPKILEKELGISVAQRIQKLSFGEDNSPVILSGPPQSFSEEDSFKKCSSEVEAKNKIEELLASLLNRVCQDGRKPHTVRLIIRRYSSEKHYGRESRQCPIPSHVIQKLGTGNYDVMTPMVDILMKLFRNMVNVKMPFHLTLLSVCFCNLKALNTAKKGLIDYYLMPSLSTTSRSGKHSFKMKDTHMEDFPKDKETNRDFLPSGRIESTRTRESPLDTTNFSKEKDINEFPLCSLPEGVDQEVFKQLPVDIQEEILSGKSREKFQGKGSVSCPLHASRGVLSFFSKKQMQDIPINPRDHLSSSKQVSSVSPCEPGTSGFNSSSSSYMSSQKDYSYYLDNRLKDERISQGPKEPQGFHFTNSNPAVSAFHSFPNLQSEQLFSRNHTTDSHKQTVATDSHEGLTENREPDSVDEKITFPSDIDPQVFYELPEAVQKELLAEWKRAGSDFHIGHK
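Pol iota at 10 nM preincubated 15 min with compounds at room temperature; reaction started with fluorescent substrate, 50 nM final. Fluorescence read kinetically at 0 and 10 min; buffer-only wells as negative control.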
G9a block: qHTS Assay for Inhibitors of Histone Lysine Methyltransferase G9a; Potency, µM (top dose mostly 102 µM), for inactives: top-dose activity, negative = inhibition, actives largely listed as inhibitors; AID 504332, 2011; G9a H3K9 monomethylation, AlphaScreen, 2 h; 8.8% of 350,000 active; further: on the % scale 0 is the no-effect control and ±100 the full control effect; nearly all actives have a fitted effect of over 75% in size
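Readings reflect AlphaScreen signal from monomethyl-H3K9 antibody detection. HMT at 20 nM; substrate b-H3K9 500 nM; cofactor SAM 20 uM; 2 h RT reaction; compounds tested as titrations in qHTS with 15 min preincubation.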
* hit, by the source's call; i = inactive; u = inconclusive; x = not tested or not shown; & = joins results of further samples; [ ] = dose if it differs, or a comment. Unless noted, the call rests on the fitted dose curve; in most records, active means well fitted curve in the direction sought with a large enough effect; inconclusive means small, poorly fitted or top-dose-only effect, or another doubt; inactive means no such curve, though single readings can be large; an effect the other way counts as inactive or inconclusive. Potency means the concentration at half of the fitted maximal effect. These rows are one share of the data, so the mix of outcomes need not match the whole.

item | Molecule | G9a block | Pin1 inh | JMJD2A Tudor | PGK inhibitor | HP1b chromo inh | GLS inhibitor | Pol iota inh | BAZ2B inh | BLM inh
1 | CCOC(=O)C1CCN(C(=O)C2CCN(c3nnc(C)c4c(C)n(-c5ccccc5)nc34)CC2)CC1 | 10%[59 µM] | -1% | -17% | -8% | 67%[activator] | -1% | -2% | 15% | 3%
2 | CN(C)C(=S)NC(C)(C)C | 22% | -6% | -19% | i | 24% | 6% | 21% | 2% | 2%
3 | Cc1cccc(NC(=O)CSc2nc3ccccc3nc2N2CCCC2)c1C | x | 5% | -11% | i | 26% | -1% | 2% | 43%[activator] | 0%
4 | O=C(CC12CC3CC(CC(C3)C1)C2)Nc1cccc2ncccc12 | -5%[12.7 µM] | 0% | -17% | i | 55%[activator] | 3% | 12% | -1% | -3%
5 | COc1cc(NC(=O)c2cccnc2)c(OC)cc1NC(=O)c1ccc(Br)cc1 | -12% | -2% | -11% | 2% | 19% | -22% | u | -9% | 1%
6 | CCCCNC(=O)O[C@H]1C[C@@H]2CCN3C(=O)CCC(C)(C)[C@H](C1)[C@H]23 | x | 0% | -8% | -1% | 23% | 1% | 0% | 3% | -1%
7 | N/C(Cc1ccc([N+](=O)[O-])cc1)=N\OC(=O)c1ccc([N+](=O)[O-])cc1 | 8.9µM* | -1% | u | 4% | u | 2% | 5% | u | -1%
8 | COc1ccccc1N1CCN(c2cc(C)nc3nncn23)CC1 | -6%[59 µM] | -14% | -1% | 5% | 33% | 1% | 12% | 0% | 1%
9 | O=P(c1ccccc1)(c1ccccc1)C(O)c1ccncc1 (stereo unspecified) | -27%[59 µM] | 0% | -7% | 9%[11.5 µM] | 42%[activator] | -5% | 7% | -4% | 2%
10 | CC(C)Nc1nnc(SCC(=O)Nc2ccc3c(c2)C(=O)c2ccccc2C3=O)s1 | u | 5% | u | -8% | 2% | -4% | u | u | -11%
11 | CC1CCCN(CC(=O)N2c3ccccc3Sc3ccccc32)C1 (stereo unspecified) | -29% | -4% | -18% | 0% | 37% | 1% | -18% | -15% | -8%
12 | Nn1c(SCc2c(F)cccc2F)nnc1-c1ccccn1 | -36% | 20% | 8.9µM* | i | -5% | 0% | -16% | 13µM* | -4%
13 | O=C(CC(=O)N/N=C\c1c(Cl)cccc1Cl)NCc1ccccc1 | 4% | 10% | -8% | -3% | 24% | 3% | -3% | -2% | 0%
14 | COc1cccc(-n2cc(C(=O)NCCCOC(C)C)c3ccccc3c2=O)c1 | 6% | 3% | 14% | -13% | 8% | 10% | -22% | 2% | -3%
15 | Cn1cnnc1SCC(=O)NN(c1ccccc1)c1ccccc1 | -13%[59 µM] | -1% | -5% | -3% | 74%[activator] | 8% | -4% | -1% | -3%
16 | CNC(=O)/C(C#N)=C/c1cc(C)n(-c2ccc(N3CCOCC3)cc2)c1C | 3% | 0% | -7% | -6% | 40%[activator] | 2% | 4% | -7% | -4%
17 | CSc1ncccc1C(=O)Nc1ccc(F)c(F)c1F | -18% | -2% | 4% | i | 1% | -3% | 74%[activator] | x | 1%
18 | COc1ccc(CCNC(=O)CSc2nnc(Cc3cccn3C)n2C)cc1OC | -2%[59 µM] | 2% | -19% | -3% | 11% | u | 31%[activator] | -32% | 0%
19 | CCOC(=O)C1CCN(C(=O)c2c(-c3c(F)cccc3Cl)noc2C)CC1 | 6%[2.33 µM] | 0% | -4% | i | 19% | -3% | 24% | 13% | 1%
20 | CCOC(=O)c1ccccc1NC(=S)N1CCC(C)CC1 | 20%[59 µM] | 3% | 6% | -5% | 22% | 17% | 194%[activator] | -3% | 2%

A second format for part of the listing above.
nr | G9a block | Pin1 inh | JMJD2A Tudor | PGK inhibitor | HP1b chromo inh | GLS inhibitor | Pol iota inh | BAZ2B inh | BLM inh | Compound
4 | -5%[12.7 µM] | 0% | -17% | i | 55%[activator] | 3% | 12% | -1% | -3% | O=C(CC12CC3CC(CC(C3)C1)C2)Nc1cccc2ncccc12
5 | -12% | -2% | -11% | 2% | 19% | -22% | u | -9% | 1% | COc1cc(NC(=O)c2cccnc2)c(OC)cc1NC(=O)c1ccc(Br)cc1

Three compounds from above, showing only JMJD2A Tudor and G9a block.
no. | Structure | JMJD2A Tudor | G9a block
13 | O=C(CC(=O)N/N=C\c1c(Cl)cccc1Cl)NCc1ccccc1 | -8% | 4%
14 | COc1cccc(-n2cc(C(=O)NCCCOC(C)C)c3ccccc3c2=O)c1 | 14% | 6%
15 | Cn1cnnc1SCC(=O)NN(c1ccccc1)c1ccccc1 | -5% | -13%[59 µM]

Going on with the list.
item | Molecule | G9a block | Pin1 inh | JMJD2A Tudor | PGK inhibitor | HP1b chromo inh | GLS inhibitor | Pol iota inh | BAZ2B inh | BLM inh
21 | Cc1cccc(NC(=O)CSc2ccc3nnc(-c4cccnc4)n3n2)c1 | 67%[activator] | -4% | -3% | -4% | 22% | -3% | 44%[activator] | -11% | 0%
22 | CC1(C)Oc2ccc3ccc(=O)oc3c2/C(=C/Nc2ccccc2)C1=O | 71µM* | -7% | u | -3% | -22% | 2% | -1% | u | -9%
23 | COc1ccc(-c2oc3cc(O)c(OC)c(O)c3c(=O)c2OC)cc1 | -3%[12.7 µM] | -4% | -30% | -6% | 5% | 22% | 10% | u | 1%
24 | CCOc1ccc(C2=C(C(C)=O)Sc3nnc(C)n3N2C(C)=O)cc1 | u | 2% | -17% | i | 13% | 7% | 57%[activator] | -14% | -10%
25 | O=C(O)C1CCCCC1C(=O)NCCc1cccc(Cl)c1 (stereo unspecified) | -4% | -14% | -15% | -2% | 9% | -15% | -13% | -3% | -3%
26 | COc1ccc(N/C(N)=N/c2nc(C)cc(=O)[nH]2)cc1 | -4% | -11% | u | i | 13% | -5% | 89%[activator] | -2% | 1%
27 | O=C1CC(c2ccc3c(c2)OCO3)Sc2nc3ccccc3n21 (stereo unspecified) | u | 36%[activator] | 1% | x | 25% | 1% | -4% | 5% | 3%
28 | OCCNc1nc(Nc2ccccc2)nc(Nc2ccccc2)n1 | 4%[12.7 µM] | 1% | -11% | -3% | 27% | 0% | 4% | -4% | -8%
29 | COc1ccc(C)cc1NC(=O)CN(C)S(=O)(=O)c1ccc2c(c1)c(=O)n(C)c(=O)n2C | -10%[59 µM] | -2%&5% | -5%&-15% | -4%&7% | 28%&34% | 0%&-1% | 4%&19% | 1%&-9% | 2%&-3%
30 | OC(COc1ccc(OCC(O)CN2CCCCCC2)cc1)CN1CCCCCC1 (stereo unspecified) | 32%[0.501 µM] | -1% | -16% | 0% | 15% | 14% | 4% | -24% | 1%
31 | COc1ccc(N(C)C(=O)c2nc(-c3cccc(F)c3)n3c2CCCCC3)c(OC)c1 | -23%[59 µM] | -6% | -27% | -1% | 23% | 11% | 8% | -25% | 1%
32 | CCCCN(C(=O)c1cc(-c2ccc(F)cc2)nc2ccccc12)c1c(N)n(CCCC)c(=O)[nH]c1=O | -35% | u | -21% | -13% | 10% | 0% | 25% | 13% | x
33 | Cc1cc(NC(=O)CSc2nnc(Cn3c(=O)sc4ccccc43)n2-c2ccccc2C)no1 | 15%[59 µM] | 0% | -7% | 3% | 55%[activator] | 3% | -9% | -3% | 4%
34 | Cc1ccc(-c2nc(CS(=O)CC(=O)NCCN3CCCCC3C)c(C)o2)cc1 (stereo unspecified) | 14% | 3% | -15% | i | 11%[57 µM] | 1% | 39% | 0% | 5%
35 | CCOC(=O)c1ccc(S(=O)(=O)NC2CCCCCCC2)n1C | -4%[12.7 µM] | 1% | -19% | i | 21% | 1% | 18% | 0% | -5%
36 | CCOC(=O)C1=CC[C@@H](c2cc3cc(OC)ccc3n2C)N(S(=O)(=O)c2ccc(C)cc2)[C@H]1C(=O)OCC | x | 0% | -20% | -3% | 80%[activator] | -2% | u | x | x
37 | CCCc1cc(=O)[nH]c(SCC(=O)N(CC(C)C)C2CCS(=O)(=O)C2)n1 (stereo unspecified) | 4%[12.7 µM] | -1% | -11% | -3% | 38%[activator] | -2% | 17% | 0% | -2%
38 | Cc1ccc(CN2C(=O)C(=O)c3cc(C)ccc32)cc1 | x | -1% | u | -8% | -3% | 0% | 2% | x | x
39 | COc1ccc(CN2CC34C=CC(O3)C(C(=O)O)C4C2=O)cc1 (stereo unspecified) | u | -1% | -6% | -4% | 37% | 2% | 9% | 9% | -2%
40 | CC(C)CNC(=O)CSc1nnc(-c2ccc(Cl)cc2)n1N | 22% | 4% | 1% | 0% | 26% | 12% | 22% | -3% | -3%
41 | Cc1ccc(-n2c(CNc3ccc(F)cc3)nnc2SCC(=O)N2CCCC2)cc1 | -43% | -6% | -15% | i | -2% | 21% | 5% | u | -3%
42 | O=C(NCCc1ccc(Cl)cc1)c1ccc(Cn2c(=O)[nH]c3ccccc3c2=O)cc1 | -4%[12.7 µM] | 14% | -19% | 0% | 7% | -4% | 9% | -2% | -29%
43 | Cc1ccc2c(=O)cc(CSc3nnc(-c4ccccc4)n3C)[nH]c2c1C | 20%[59 µM] | -2% | -12% | -8% | 18%[57 µM] | 5% | 2% | 7% | 2%

Looked up above.
Reading of COc1ccc(CN2CC34C=CC(O3)C(C(=O)O)C4C2=O)cc1 (stereo unspecified) in GLS inhibitor: 2%
Reading of O=C1CC(c2ccc3c(c2)OCO3)Sc2nc3ccccc3n21 (stereo unspecified) in BLM inh: 3%

Screening data: PubChem BioAssay, National Center for Advancing Translational Sciences (NCATS)
